Compound activity: PubChem BioAssay, several laboratories
PREPL inh – human PREPL enzyme inhibition; Q4J6C6; recombinant PREPL, fluorescence polarization activity-based probe; inhibition, % at 5.96 µM; actives 0.68% (n = 320,000); AID 2751; in the data active means inhibition above about 43%;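 further: 0% = enzyme with DMSO and 100% = wells lacking enzyme; many of its hits are not listed in these tables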
Target sequence (Q4J6C6 whole entry, looked up): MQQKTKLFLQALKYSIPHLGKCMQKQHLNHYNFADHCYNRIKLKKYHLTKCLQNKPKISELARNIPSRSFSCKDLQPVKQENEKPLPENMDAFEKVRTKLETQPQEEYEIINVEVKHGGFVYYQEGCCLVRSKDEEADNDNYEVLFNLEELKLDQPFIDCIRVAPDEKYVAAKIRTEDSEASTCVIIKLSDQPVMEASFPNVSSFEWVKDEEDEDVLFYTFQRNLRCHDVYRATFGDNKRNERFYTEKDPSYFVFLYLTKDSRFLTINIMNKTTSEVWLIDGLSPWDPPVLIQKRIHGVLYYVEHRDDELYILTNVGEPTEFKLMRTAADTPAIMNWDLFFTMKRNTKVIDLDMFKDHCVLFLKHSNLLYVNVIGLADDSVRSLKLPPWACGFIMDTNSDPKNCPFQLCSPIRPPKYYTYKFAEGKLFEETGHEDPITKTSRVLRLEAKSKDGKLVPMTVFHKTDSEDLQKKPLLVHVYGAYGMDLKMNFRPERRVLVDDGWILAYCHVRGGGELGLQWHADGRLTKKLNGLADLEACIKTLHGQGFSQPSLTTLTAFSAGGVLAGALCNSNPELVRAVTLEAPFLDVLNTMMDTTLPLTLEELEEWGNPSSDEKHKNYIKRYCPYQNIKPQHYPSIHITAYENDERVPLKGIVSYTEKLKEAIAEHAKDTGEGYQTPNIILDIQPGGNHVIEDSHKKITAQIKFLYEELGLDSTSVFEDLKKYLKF
LYPLA2 counter – counter-screen for PME1 inhibitors: inhibitors of human LYPLA2; O95372; recombinant LYPLA2, FP-Rh probe fluorescence polarization; inhibition, % at 5.9 µM; actives 0.38% (n = 320,000); AID 2177;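 active means inhibition above the screen-wide mean plus 3 SD, limit set per campaign, cut at about 26% in these data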;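 further: 0% = LYPLA2 with DMSO and 100% = wells lacking LYPLA2 enzyme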
Target sequence (O95372 whole entry, looked up): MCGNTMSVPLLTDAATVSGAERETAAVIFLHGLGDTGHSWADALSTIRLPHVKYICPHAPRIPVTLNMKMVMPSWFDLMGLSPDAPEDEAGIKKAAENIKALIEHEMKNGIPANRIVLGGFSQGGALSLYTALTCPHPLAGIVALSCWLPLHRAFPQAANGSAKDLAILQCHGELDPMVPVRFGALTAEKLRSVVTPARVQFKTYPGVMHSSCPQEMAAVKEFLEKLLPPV
HCV core dimer – HCV core protein dimerization inhibition; TR-FRET GST/Flag-core106 dimerization, 1536-well; inhibition, % at 5 µM; actives 0.33% (n = 300,000); AID 1899;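 active means inhibition above the mean of all tested compounds plus 3 SD, set per screening campaign, cut at about 45% in these data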
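System – GST-tagged and Flag-tagged HCV core protein residues 1-106 · Repeats – one well for each compound · Technique – TR-FRET 671 and 617 nm emission · Doses – one concentration, 5 µM, in 0.5% DMSO · Times – 4 h, 22.5 °C incubation · Also added – Eu donor and XL665 acceptor anti-tag antibodies · Measure – percent inhibition of core106 dimerization signal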
GASC-1 inh – human JMJD2C demethylase inhibition; Q9H3R0; GST-JMJD2C(1-420) H3K9me3 demethylation, DELFIA europium; inhibition, % at 2.35 µM; actives 0.069% (n = 330,000); AID 2099;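 active means more than half of a compound's replicate wells show inhibition beyond 50%, single wells judged on their own value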;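 further: signal counts dimethyl H3K9 product captured on neutravidin plate; 0% = median of DMSO wells and 100% = 0.3 times that DMSO median; strong numbers were not always called active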
TPT1 inhibitor – inhibitors of Candida albicans tRNA 2'-phosphotransferase TPT1; recombinant caTPT1, FP RNA substrate dephosphorylation; inhibition, % at 5 µM; actives 0.81% (n = 300,000); AID 1962;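 active means inhibition above the mean of all tested compounds plus 3 SD, set per screening campaign, cut at about 24% in these data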;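 further: plate controls were DMSO alone for no effect and ferristatin control at 100 nM for full effect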
Efflux pump inh – inhibitors of Candida antifungal efflux pumps expressed in yeast. S. cerevisiae Candida pump triplex, Nile Red efflux. inhibition, % at 10 µM. actives 0.44% (n = 330,000). AID 485275;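 active means plate passing quality check with inhibition over a set limit, or well fluorescence over plate mean plus 4 SD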;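 further: Nile Red retained in pooled yeast measured as flow cytometry median fluorescence; 0% = buffer negative control and 100% = Enniatin B positive control; higher means more Nile Red kept so more efflux inhibition; some compounds called inactive have numbers as strong as hits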
Fh CTSL1 inh – counter-screen for PFM18AAP inhibitors: inhibitors of F. hepatica cathepsin L1. recombinant F. hepatica cathepsin L1, Z-Leu-Arg-MCA fluorescence. inhibition, % at 5.96 µM. actives 0.49% (n = 300,000). AID 1906;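 active means inhibition above the mean of all tested compounds plus 3 SD, set per screening campaign, cut at about 17% in these data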;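 further: 0% = plate median of test compound wells and 100% = 1 µM Z-Phe-Ala-diazomethylketone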
PP1 counter – blocks human PP1-alpha phosphatase, a PP5 counter-screen; P62136; purified PP1alpha, OMFP fluorescence; inhibition, % at 6.7 µM; actives 0.9% (n = 320,000); AID 2235;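 active means inhibition above the mean inhibition of all tested compounds plus 3 SD, computed separately for each screening campaign, cut at about 15% in these data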
PP5 primary – inhibitors of human protein phosphatase 5 (PP5) | P53041 | purified PP5c, OMFP substrate fluorescence | actives 0.18% (n = 320,000) | inhibition, % at 6.7 µM;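 active means inhibition above the campaign's mean inhibition across all tested compounds plus 3 SD, cut at about 9.5% in these data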;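 further: 0% = DMSO only and 100% = 100 µM cantharidin control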
Numbers without * were called inactive; i = inactive; nt = not tested or not shown.

Start of the data: the first 5 records, ahead of the listing:
1	CCOc1ccccc1C(=O)N[C@H](C(=O)OCc1cc([N+](=O)[O-])cc2c1OCOC2)C(C)C
2	CS(=O)(=O)Nc1nnc(CCc2ccccc2)s1
3	O=C1CSC(c2ccc(F)c(F)c2)N1c1ccccc1F (stereo not given)
4	Cc1cc(C(=O)Cn2nc(C(=O)O)c3ccccc3c2=O)c(C)n1-c1ccc(OC(F)F)cc1
5	O=C(NC1CCCC1)C(c1cccnc1)N(C(=O)c1ccco1)c1cccc(F)c1 (stereo not given)
entry no.	1	2	3	4	5
PREPL inh	-3	3	-13	-11	10
LYPLA2 counter	-1	-4	-1	-12	1
HCV core dimer	7	8	-2	24	-6
GASC-1 inh	-109	1	5	9	2
TPT1 inhibitor	1	-1	5	1	-2
Efflux pump inh	-0.4	-0.2	0.1	0.2	0.1
Fh CTSL1 inh	-1	6	-1	-2	-3
PP1 counter	7	3	-2	16*	2
PP5 primary	3.3	-2.9	1.2	-0.3	-0.3

The list itself, repeating the preview:
1	CCOc1ccccc1C(=O)N[C@H](C(=O)OCc1cc([N+](=O)[O-])cc2c1OCOC2)C(C)C
2	CS(=O)(=O)Nc1nnc(CCc2ccccc2)s1
3	O=C1CSC(c2ccc(F)c(F)c2)N1c1ccccc1F (stereo not given)
4	Cc1cc(C(=O)Cn2nc(C(=O)O)c3ccccc3c2=O)c(C)n1-c1ccc(OC(F)F)cc1
5	O=C(NC1CCCC1)C(c1cccnc1)N(C(=O)c1ccco1)c1cccc(F)c1 (stereo not given)
6	CC1C/C(=C/c2cccs2)C(=O)/C(=C/c2cccs2)C1 (stereo not given)
7	CCOC(=O)C/C(C)=N/NC(=O)CNc1cccc(Cl)c1C
8	O=C(COC(=O)c1cncc(Br)c1)NC1CC1
entry no.	1	2	3	4	5	6	7	8
PREPL inh	-3	3	-13	-11	10	8	6	6
LYPLA2 counter	-1	-4	-1	-12	1	-5	7	2
HCV core dimer	7	8	-2	24	-6	33	4	-4
GASC-1 inh	-109	1	5	9	2	-2	13	3
TPT1 inhibitor	1	-1	5	1	-2	26*	-2	2
Efflux pump inh	-0.4	-0.2	0.1	0.2	0.1	0.3	0.0	0.2
Fh CTSL1 inh	-1	6	-1	-2	-3	0	-3	1
PP1 counter	7	3	-2	16*	2	1	-2	0
PP5 primary	3.3	-2.9	1.2	-0.3	-0.3	-2.3	1.1	2.8

9	CC1Cc2cc(/C(O)=C3\C(=O)C(=O)N(CCN(C)C)C3c3ccccc3F)ccc2O1 (stereo not given)
10	Cc1ccccc1C(=O)N=c1c(C#N)cc2c(=O)n3cccc(C)c3nc2n1Cc1ccco1
11	CCNC(=O)CSc1nc(-c2ccc(F)cc2)cs1
12	CC(C)Nc1ncnc2c1cnn2Cc1ccc(Cl)cc1
13	CCn1c(SCC(=O)N/N=C(\C)c2ccco2)nnc1-c1ccccc1
14	O=C(Cc1ccc(S(=O)(=O)N2CCOCC2)s1)N1CCN(c2cccc(C(F)(F)F)c2)CC1
15	Cc1nnc(SC(C)C(=O)Nc2ccc(S(=O)(=O)NC3CCCCC3)cc2)s1 (stereo not given)
16	CC1CCCCC1NC(=O)CNC(=O)c1ccco1 (stereo not given)
entry no.	9	10	11	12	13	14	15	16
PREPL inh	2	7	0	-1	1	15	2	12
LYPLA2 counter	2	5	-1	4	-4	40*	2	3
HCV core dimer	-5	24	5	-7	5	17	3	-2
GASC-1 inh	2	11	3	-5	-5	2	2	-14
TPT1 inhibitor	-2	4	-1	-2	-1	0	2	-1
Efflux pump inh	0.4	0.3	0.0	-0.2	0.0	-0.1	0.1	0.3
Fh CTSL1 inh	2	-1	-2	-2	0	-2	-5	3
PP1 counter	2	3	-4	0	-4	1	-1	-3
PP5 primary	2.2	1.9	-1.2	0.9	1.6	2.1	3.2	3.1

17	C/C(CC(=O)Nc1ccc(F)cc1F)=N\NC(=O)C(=O)N1CCCCC1
18	CCSC1=NSC2=NC(=O)/C(=C\c3coc4ccccc4c3=O)C(=N)N12
19	CC(=O)N1CCc2cc(S(=O)(=O)CCC(=O)O)ccc21
20	Cn1nccc1C(=O)NC1CCCc2c1cnn2-c1ccc(C(C)(C)C)cc1 (stereo not given)
21	Cc1ccc(N2C(=O)N3[C@H](c4ccc(Cl)cc4)[C@@H]4C(=O)N(C5CCCCC5)C(=O)[C@@H]4[C@]3(Cc3ccccc3)C2=O)cc1
22	CCCCNC(=S)NNC(=O)C1=NN(c2cc(C)ccc2C)C(=O)CC1
23	Cc1ccc(C(=O)NCC(=O)OCC(=O)NCC(F)(F)F)cc1
24	O=C(NCc1cccnc1)c1ccccc1Br
entry no.	17	18	19	20	21	22	23	24
PREPL inh	12	13	16	0	-8	-2	-2	19
LYPLA2 counter	-3	-12	4	8	-8	-3	-9	0
HCV core dimer	-10	11	-8	10	31	-15	-2	-4
GASC-1 inh	-4	-2	-12	3	i	13	13	5
TPT1 inhibitor	-2	55*	-2	-1	-2	-3	0	-2
Efflux pump inh	-0.7	-0.2	-0.1	0.0	0.3	-0.1	-0.1	-0.1
Fh CTSL1 inh	3	8	4	4	-1	3	-15	0
PP1 counter	1	1	5	-2	9	2	0	-5
PP5 primary	3.9	-0.6	1.3	3.4	5.1	0.7	-1.8	5.7

25	O=C(NS(=O)(=O)c1ccccc1)c1ccccc1F
26	CCCCC(CCC(=O)NNC(=O)Cc1ccccc1)C(=O)O (stereo not given)
27	CCCCn1c(SCC(=O)Nc2ccc3c(c2)OCO3)nc2c1c(=O)n(C)c(=O)n2C
28	CCCc1[nH]n(-c2ccc([N+](=O)[O-])cc2)c(=O)c1C=NCCN1CCNCC1
29	CC1CCCCN1C(=O)CCNC(=O)Cn1cnc2ccccc2c1=O (stereo not given)
30	COC(=O)CCCC1=CC2=CC(=O)C(C)(OC(=O)c3cccs3)C(=O)C2=CN1CCc1ccccn1 (stereo not given)
31	Cn1ccnc1SCC(=O)Nc1cccc(O)c1
32	CCN1C(=O)/C(=C\c2cccn2-c2ccc([N+](=O)[O-])cc2)N(CC)C1=S
entry no.	25	26	27	28	29	30	31	32
PREPL inh	-10	13	8	-14	2	13	6	1
LYPLA2 counter	8	-6	1	4	-1	5	0	-2
HCV core dimer	0	-2	1	-3	-2	-11	-5	1
GASC-1 inh	1	-5	1	3	-1	1	-1	-4
TPT1 inhibitor	2	1	-4	2	-2	-5	-4	-1
Efflux pump inh	0.0	0.1	-0.1	-0.2	0.0	0.3	0.0	-0.1
Fh CTSL1 inh	-2	3	2	5	-2	6	0	-2
PP1 counter	-5	-1	-3	9	-3	-3	0	-3
PP5 primary	0.7	1.6	-0.9	-1.1	4.6	1.9	0.1	1.1

33	O=P(O)(OCc1ccccc1)OCc1ccccc1
34	COCC(=O)N1CCC(n2nnc3cc(F)ccc32)CC1
35	N#Cc1ccsc1NC(=O)C1CC(=O)N(Cc2ccccc2)C1 (stereo not given)
36	Cc1cccc(C)c1N(CC(=O)NN=C1CCCCCC1)S(C)(=O)=O
37	CC1CC(C)CN(CC(=O)Nc2ccc3c(c2)OCCO3)C1 (stereo not given)
38	COc1cccc(NC(=O)CCC(=O)NCc2ccco2)c1
39	NS(=O)(=O)c1ccc(CCNC(=O)c2ccc(Cn3c(=O)[nH]c4ccccc4c3=O)cc2)cc1
40	COc1ccc(-n2nc3cc(C)c(N)cc3n2)cc1Cl
entry no.	33	34	35	36	37	38	39	40
PREPL inh	1	6	-4	-14	14	10	-5	3
LYPLA2 counter	-4	-1	-5	4	0	-3	-17	-9
HCV core dimer	nt	-5	6	-5	-7	1	-2	21
GASC-1 inh	7	14	9	-6	7	1	27	13
TPT1 inhibitor	nt	-5	4	-6	-2	-4	-1	-1
Efflux pump inh	-0.1	0.0	-0.1	0.2	-0.1	0.1	0.3	0.0
Fh CTSL1 inh	nt	-2	-2	2	4	1	-6	-1
PP1 counter	1	2	-7	1	-1	-3	-2	1
PP5 primary	0.1	0.9	-1.8	2.4	2.0	1.1	0.3	1.6

41	O=C(CN1CCc2[nH]c3ccccc3c2C1)N1CCCCC1
42	N#CC1(c2ccccc2)CCC(=O)N1c1ccccc1 (stereo not given)
43	COc1cccc(NC(=O)N2CCc3ccccc3C2)c1
44	Cc1ccc(N2CC(C(=O)NCCN3CCOCC3)CC2=O)cc1 (stereo not given)
45	[N-]=[N+]=CC(=O)CC(c1ccccc1)N1C(=O)c2ccccc2C1=O (stereo not given)
46	CCOC(=O)N1CCC(NC(=O)c2cc(COc3ccc(F)cc3Cl)on2)CC1
47	O=C(CSc1nnc(-c2ccoc2)o1)N1CCOCC1
48	Cc1cccc(-c2nc(C)cc(=O)[nH]2)c1
entry no.	41	42	43	44	45	46	47	48
PREPL inh	23	7	14	-14	9	6	2	7
LYPLA2 counter	2	-1	3	1	-3	-4	3	9
HCV core dimer	-6	-2	-2	5	1	-9	3	-5
GASC-1 inh	10	5	27	-1	55	8	-17	0
TPT1 inhibitor	0	0	0	-4	-1	-2	1	-4
Efflux pump inh	0.1	0.2	0.3	0.2	0.2	-0.1	0.0	0.0
Fh CTSL1 inh	2	1	-1	-2	-2	3	-2	-6
PP1 counter	3	-1	0	-1	-1	-2	-4	-3
PP5 primary	1.6	0.4	-0.6	2.4	3.4	-1.9	2.1	1.7

49	COC(=O)CSc1nnc(-c2c[nH]c3ccccc23)o1
50	COc1cccc(NC(=O)N2C3CCCC2CC(NC(C)=O)C3)c1 (stereo not given)
51	Cc1nn(Cc2cccc(C(=O)O)c2)c(C)c1[N+](=O)[O-]
52	Cc1ccc(-c2csc(NC(=O)CSc3nc(C)cc(=O)[nH]3)n2)cc1
entry no.	49	50	51	52
PREPL inh	3	-4	11	-15
LYPLA2 counter	-3	2	-1	-2
HCV core dimer	8	2	2	3
GASC-1 inh	-4	-7	-13	42
TPT1 inhibitor	-4	2	1	1
Efflux pump inh	-0.1	-0.1	-0.1	0.0
Fh CTSL1 inh	0	-1	3	3
PP1 counter	-1	4	-1	4
PP5 primary	-0.7	1.9	-0.2	-0.9

Only part of the results is shown. The share of hits here may be higher or lower than overall.
